Screening results: PubChem, Emory University Molecular Libraries Screening Center
Smad3 FoxH1 inh: inhibitors of human Smad3 transcription factor binding | P84022 | 88,000 tested, 0.29% active | inhibition, % at 25 µM | AID 630 | TR-FRET Smad3/Dy647-FoxH1 peptide binding, europium anti-His;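 active = compounds that reduce the energy-transfer binding signal between the protein and its labelled peptide by more than half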;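 also: 0% = Smad3 plus labelled peptide maximal FRET and 100% = peptide-only background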
Target sequence (P84022 whole entry, looked up): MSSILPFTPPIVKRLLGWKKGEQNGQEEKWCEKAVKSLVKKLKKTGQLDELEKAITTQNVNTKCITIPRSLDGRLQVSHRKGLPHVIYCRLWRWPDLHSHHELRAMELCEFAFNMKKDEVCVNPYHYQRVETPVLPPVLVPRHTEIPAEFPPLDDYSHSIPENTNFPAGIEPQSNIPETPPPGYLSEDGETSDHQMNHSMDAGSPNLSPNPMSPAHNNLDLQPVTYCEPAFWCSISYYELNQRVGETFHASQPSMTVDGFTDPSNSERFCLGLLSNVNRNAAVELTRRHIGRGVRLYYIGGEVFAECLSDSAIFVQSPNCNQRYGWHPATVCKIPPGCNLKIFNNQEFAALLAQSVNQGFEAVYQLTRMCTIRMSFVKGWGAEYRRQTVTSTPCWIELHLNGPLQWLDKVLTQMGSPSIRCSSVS
Starred values were filed as active, the others as inactive. A portion of the library; the hit share may differ from the screen's.

Compound	Smad3 FoxH1 inh
OC[C@@H](O)[C@@H](O)[C@@H](O)[C@@H](O)c1nc2ccc(Cl)cc2[nH]1	-10
COc1cc(C(=O)O)c([N+](=O)[O-])c(OC)c1OC	6
CC[C@H]1CN(C)[C@@H]2Cc3c([nH]c4ccccc34)C(=O)C[C@H]1[C@H]2C(=O)OC	1
CN(C)CCNS(=O)(=O)N(C)C	2
CSc1nc(C)cc(Nc2ccc(O)c(CN3CCOCC3)c2)n1	-6
NC(N)=N[C@@H]1C(O)[C@H](N=C(N)N)[C@@H](O)C(O)[C@H]1O (some centres undefined)	7
C[C@@H]1NCC[C@H](CC(=O)O)[C@H]1CC(=O)O	11
CC(C)(Oc1ccc(-c2cccc3ccccc23)cc1)C(=O)O	30
C[N+](C)(C)c1ncnc2c1ncn2[C@@H]1C[C@H](O)[C@@H](CO)O1	30
O=C1C(=O)c2ccccc2C(O)=C1C(CCc1ccccc1)C1=C(O)c2ccccc2C(=O)C1=O	-10
CC(C)Oc1cc(O)c2c(c1)OCC=C2CCC(=O)O	5
C[C@@H](N)/C(N)=N\O	5
O=C(O)CCSCc1ccccc1	-4
O=C(O)CCn1cnc2c(=S)nc[nH]c21	53*
C=C(C)COc1ccc2c(c1)CC[C@@H]1[C@H]3C/C(=N/O)C(=O)[C@]3(C)CC[C@@H]21	14
Cc1[nH]c2ccccc2c1-c1cc(-c2cc(-c3c(C)[nH]c4ccccc34)nc(N)n2)nc(N)n1	28
Fc1cccc(F)c1C(Nc1nncs1)Nc1nncs1	23
CC(C)(CN)CN	-4
CC(C)(CN)SCc1ccccc1	4
O=C1c2ccccc2C(=O)N1CCCSc1ccccc1	-10
C/C(=N\NC(=O)c1ccncc1)c1ccccc1Cl	-7
O=C(O)CCSC1=NCCN1	-18
O=C(O)C1(Nc2ccc(Cl)cc2)CCCC1	38
C[N+](C)(N)Cc1csc(-c2ccc(Cl)cc2)n1	8
N#CC(CC(=O)O)=C(c1ccccc1)c1ccccc1	-4
CN(C)CC(C)(C)CN1c2ccccc2Sc2ccccc21	4
CN1CCN(c2ccncc2S(=O)(=O)N2CCN(C)CC2)CC1	10
C/C(=C\c1ccc(Cl)cc1)C(C)(C)C(=O)O	3
O=C1c2ccccc2C(=O)c2c(NC3CCCCC3)ccc(Nc3ccc(S(=O)(=O)O)cc3)c21	-1
FC(F)(F)c1nc(SCc2ccc(Cl)cc2)n[nH]1	-2

Of the compounds above, these have an aryl thioether with sulfur outside any ring:
Compound	Smad3 FoxH1 inh
CSc1nc(C)cc(Nc2ccc(O)c(CN3CCOCC3)c2)n1	-6
O=C1c2ccccc2C(=O)N1CCCSc1ccccc1	-10
FC(F)(F)c1nc(SCc2ccc(Cl)cc2)n[nH]1	-2

More structures:
Compound	Smad3 FoxH1 inh
[O-][N+](CCO)(CCO)c1ncnc2nc[nH]c12	-13
C[C@H]1O[C@@H](CC(=O)O)Cc2c1c(O)c1c(O)cc(-c3cc(=O)c4c(=O)c5c(c(=O)c=4c3=O)C[C@H](CC(=O)O)O[C@@H]5C)c(O)c1c2O	96*
COc1ccc(NCc2c(O)ccc3ccccc23)cc1	28
O=C(Nc1ccc2ncccc2c1)Nc1ccc2ncccc2c1	27
Cc1cccc(C)c1NC(=O)Nc1ccc(S(N)(=O)=O)cc1	0
CC1(C)O[C@@H]2O[C@H]([C@@H]3COC(C)(C)O3)[C@H](N)[C@@H]2O1	10
COc1ccc(C[C@@H]2C(=O)N[C@H](C)C(=O)N(C)[C@@H]3Cc4ccc(cc4)Oc4cc(ccc4O)C[C@@H](C(=O)N[C@@H](C)C(=O)N[C@H](C)C(=O)N2C)N(C)C3=O)cc1	11
Nc1nc(SCc2ccccc2Cl)cc(C(=O)O)n1	6
O=C(CCCc1ccccn1)c1ccccc1	-7
CN1[C@@H]2CC[C@H]1CC(OC(c1ccccc1)c1ccccc1)C2 (some centres undefined)	5
O=C1c2ccccc2-c2cc([N+](=O)[O-])c([N+](=O)[O-])cc21	52*
COc1ccc(Cc2ccc3[nH]c(=O)cc(C)c3c2)cc1S(=O)(=O)O	19
CN(C)Cc1cc(C(C)(C)C)cc(CN(C)C)c1O	7
NC1=C(O)C(=O)[C@H](c2c[nH]c3ccc(OCc4ccccc4)cc23)O1	10
O=C(O)C(Cc1cccs1)C(=O)O	10
C[C@@]12C[C@H](O)[C@@H]3[C@H](CCC4=CC(=O)CC[C@]43C)[C@H]1CC[C@H]2c1csc(-c2ccccc2)n1	0
CN1CCCC[C@@H]1CCN1c2ccccc2Sc2ccc(S(C)=O)cc21 (some centres undefined)	28
C[N+](C)(C)c1nc(N)nc2c1ncn2[C@H]1O[C@@H](CO)[C@H](O)[C@H]1O	-2
NC[C@@H](O)CSCc1ccc(Cl)cc1	1
c1ccc2c(CN3CCN(Cc4c[nH]c5ccccc45)CC3)c[nH]c2c1	-4
O=C1C2[C@@H](c3ccccc3)N[C@@H](c3ccccc3)C1[C@@H](c1ccccc1)N[C@H]2c1ccccc1	-4
Cn1c(N)nc2c(nc(OCc3ccccc3)n2[C@H]2O[C@H](CO)[C@@H](O)[C@@H]2O)c1=O	74*
S=C(Nc1ccc2cn[nH]c2c1)Nc1ccc2cn[nH]c2c1	45
C[C@H]1[C@H](C)OC(=O)C[C@H](O)C[C@H](O)C[C@H](O)CC[C@H](O)[C@H](O)CC(=O)C[C@H](O)[C@H](C(=O)O)[C@H](O)C[C@H](O[C@H]2O[C@@H](C)[C@H](O)[C@@H](N)[C@@H]2O)C=CC=CC=CC=CCCC=CC=C[C@@](C)(O)[C@H]1O	4
Oc1cccc2ccc(SSc3ccc4cccc(O)c4n3)nc12	60*
O=c1c[n+](CCCC[n+]2cc(=O)o[nH]2)[nH]o1	-7
O=C(Nc1ccc2c(c1)Cc1ccccc1-2)[C@@H]1[C@H](C(=O)O)[C@]2(Cl)C(Cl)=C(Cl)[C@@]1(Cl)C2(Cl)Cl	-8
Nc1nc(N)c2[nH]cnc2n1 (tested in a mixture with another compound)	-3
O=C(CCN1CCCCC1)c1csc2ccccc12	5
O=C(O)[C@H](Cc1c[nH]c2ccccc12)N1C(=O)c2ccccc2C1=O	1
Cc1cc2c(=O)[nH]c(N)nc2nc1C	-25
COc1ccc(OC)c(-c2cc(C(=O)O)c3cc4ccccc4cc3n2)c1	3
CC[C@H](C(=O)c1cccs1)C(O)(C(F)(F)F)C(F)(F)F	-4
Cc1cc2c(SCc3ccccc3Cl)nc(N)nc2nc1C	0
Fc1cccc(Cl)c1/C=N/N=C1c2ccccc2-c2ccccc21	59*
C=C[C@]1(C)C[C@H](OC(=O)CO)[C@]2(C)C3C(=O)CC[C@]3(CC[C@H]2C)[C@H](C)[C@H]1O (some centres undefined)	9
C[C@@]1(CO)[C@H](O)CC[C@]2(C)[C@@H]1CC[C@H]1C[C@H]3C[C@]12CC[C@@]3(O)COC(=O)CN	-3
CCOc1ccc2c(ccc(/C=C/c3cc(C)c4cccnc4c3O)[n+]2C)c1	44
CC(C)CSC[C@@H]1O[C@H](n2cnc3c(N)nccc32)[C@H](O)[C@H]1O	13
Clc1cccc(Cl)c1C(Nc1nncs1)Nc1nncs1	9
Cc1cc(=O)oc2c(OS(C)(=O)=O)c(OS(C)(=O)=O)ccc12	16
O=C(O)CCCc1ccc2ccc3ccccc3c2c1	-4
O=C(N/N=C/c1cccc(O)c1)c1ccncc1	-1
Cc1nc2cccc([N+](=O)[O-])c2n1CCCN(C)C	-6
COc1cccc2c1C(=N)c1c(O)c3c(c(O)c1C2=O)C[C@](O)(C(C)=O)C[C@@H]3O[C@@H]1C[C@H](N)[C@@H](O)[C@H](C)O1	9
CC(C)NCC[C@@H](O)c1cc2ccccc2o1	5
NNC(=O)c1ccc[n+](CCc2ccccc2)c1	0
Nc1nc(N)c2nn(-c3ccc(C(=O)O)cc3)nc2n1	15
N[C@H](C(=O)O)[C@@H](O)c1cnc[nH]1	16
Cc1cc(C)nc(NC(=O)COc2ccc(Cl)cc2)c1	-2

More records:
Compound	Smad3 FoxH1 inh
C(/C=C/c1ccccc1)=Nc1ccc2c(c1)Cc1ccccc1-2	-3
CC(=O)O[C@@H]1CC[C@]2(C)C(=C[C@H]([C@@H]3C=C4C[C@@H](OC(C)=O)CC[C@]4(C)C4=C3[C@@H]3C[C@@H]5O[C@@]6(CC[C@H](C)CO6)[C@@H](C)[C@@H]5[C@@]3(C)CC4)C3=C2CC[C@@]2(C)[C@@H]4[C@@H](C)[C@]5(CC[C@H](C)CO5)O[C@@H]4C[C@H]32)C1	-3
OC[C@@H]1CCC[C@H](n2cnc3c(=S)nc[nH]c32)O1	55*
CC[C@H]1CC[C@H]2[C@H]3CC=C4C[C@H](OC(C)=O)[C@@H](N)C[C@@]4(C)[C@@H]3CC[C@]12C	-4
CC[C@@H](c1ccc2cc(O)ccc2c1)C(C)(C)C(=O)O	-12
Nc1nc(=O)c2[nH]cnc2n1O	-3
FC(F)(F)c1cc(NC(=S)N2c3ccccc3-n3cccc3[C@H]2c2cccnc2)cc(C(F)(F)F)c1	15
O=C(O)[C@@H]1[C@H](C(=O)Nc2ncccn2)[C@@H]2C=C[C@H]1O2	-1
O=S(=O)(O)n1ccnc1 (tested in a mixture with another compound)	2
CN(C)Cc1ccc(O)c(CN(C)C)n1	-4
CCCC1c2c(ccc3ccccc23)Oc2ccc3ccccc3c21	-2
C[N+]1(CCC(=O)c2ccco2)CC2CCC(CC2)C1 (centres undefined)	22
NC(=O)C[C@H](N)C(N)=O	1
O=C(O)c1ccncc1.O=C(O)c1ccncc1.[Cl][Pt]([Cl])([Cl])[Cl]	72*
NC(=O)C[C@@H](N)c1nn[nH]n1	4
[Cu].c1ccc2c(c1)-c1nc-2nc2[n-]c(nc3nc(nc4[n-]c(n1)c1ccccc41)-c1ccccc1-3)c1ccccc21	-8
CCN1CCC(O)([C@H](C(=O)O)c2ccccc2)CC1	-14
NC(N)=NC[C@H](N)C(=O)O	-3
COc1ccc([C@@H](Nc2ccccn2)c2cc(C(C)(C)C)cc(C(C)(C)C)c2O)cc1	69*
Nc1ccn([C@H]2O[C@H](CO)[C@@H]3[O][Sn]([c]4ccccc4)([c]4ccccc4)[O][C@@H]32)c(=O)n1	7
CC(C)(C)c1ccc(NS(=O)(=O)c2ccc(N)cc2)cc1	-7
CN(C)CCC=C1c2ccccc2C=Cc2ccccc21	4
O=[N+]([O-])c1ccc([C@@H](Nc2ccccc2)c2ccc3cccnc3c2O)cc1	15
Nc1ccc(N=Nc2c(S(=O)(=O)O)cc3ccccc3c2S(=O)(=O)O)cc1	9
CC(C)=C[C@H]1[C@H](COC(=O)c2ccccc2Cl)C1(C)C	-3
CC1=NN(c2ccccc2)C(=O)[C@H]1N=Nc1ccc(S(N)(=O)=O)cc1	0
O=C(O)CSc1ncccc1[N+](=O)[O-]	12
CN=C(N)/N=C(\N)Nc1cc2ccccc2c2ccccc12	11
O=C1C=CC(=Nc2cccc3c(N=C4C=CC(=O)O4)cccc23)O1	1
COc1cc2c3cc1Oc1cc(ccc1O)C[C@@H]1c4c(cc(OC)c(O)c4Oc4ccc(cc4)C[C@H]3[N+](C)(C)CC2)CC[N+]1(C)C	2
CSc1nc(C)cc(Nc2ccc(O)c(CN3CCCCC3)c2)n1	-8
CC(=O)Nc1ccc2c(c1)C(=Nc1ccc(C(=O)O)cc1)c1ccccc1-2	-3
O=C(O)CN(CCN(CC(=O)O)CC(=O)O)CC(=O)O.[Mn+2]	9
[O-][N+]1(CC[N+]2([O-])CCCCC2)CCCCC1	-8
CC(=O)OCC(=O)[C@@]12OC(C)(C)O[C@@H]1C[C@H]1[C@H]3CC=C4C[C@@H](O)CC[C@]4(C)[C@@H]3CC[C@@]12C	98*
O=C1C(=O)c2ccccc2C(O)=C1Cc1ccccc1	3
NCCSc1nc2ccccc2s1	-3
CN(C)CCOC(=O)c1ccc(N)cc1	25
COc1cccc2c1C(=O)c1c(O)c3c(c(O)c1C2=O)C[C@@](O)(C(=O)CO)C[C@H]3O[C@H]1C[C@@H](N)[C@H](O)[C@@H](C)O1.[W]	10
Oc1ccc(Cn2c(-c3ccc(O)cc3)nc3ccccc32)cc1	6
COc1c2c(c3c(c1CCC(=O)O)OC(C)(C)C=C3)OC(C)(C)C=C2	-6
O=C(O)c1[nH]c2c([N+](=O)[O-])cc([N+](=O)[O-])cc2c1C(=O)O	19
O=CN[C@@H](Cc1cnc[nH]1)C(=O)O	0
O=C(O)c1c[nH]c2c(ccc3[nH]cc(C(=O)O)c(=O)c32)c1=O	93*
CN(CC(=O)O)Cc1c(O)c(Cl)cc(Cl)c1Cl	33
COc1ccc2nc(NCN3C(=O)c4ccccc4C3=O)sc2c1	-27
Clc1ccccc1NN(Cc1ccncc1)c1ccccc1Cl	14
COc1cc(O)c2c(O)c3c(c4c2c1[C@]1(C4)C(C)=CCCC1(C)C)[C@H](O)[C@@]1(O)CC(=O)C(C(N)=O)=C(O)[C@]1(O)C3=O	46
CN(CC(=O)O)Cc1oc(CO)cc(=O)c1O	15
NCC(=O)Nc1ccccc1	2
CC(C)N(Cc1ccccc1)S(=O)(=O)c1n[nH]c(C(C)(C)C)n1	13
OCCNc1ncnc2nc[nH]c12	13
C[N+](C)(N)Cc1nc(-c2ccc(Cl)cc2)no1	5
